Compound activity deposited in PubChem by National Center for Advancing Translational Sciences (NCATS).
PLK1 PBD block – qHTS for Inhibitors of PLK1-PDB (polo-like kinase 1 - polo-box domain): Primary Screen; Serine/threonine-protein kinase PLK1 (Homo sapiens), P53350; Plk1 PBD binding of FITC phosphopeptide, fluorescence polarization; Potency, µM, for the others: max response, negative = inhibition, usual class: inhibitors; hit rate 2.8% among 360,000; AID 720504, 2013; further: potency means the concentration at half of the fitted maximal effect; series mostly up to about 57 µM; on the % scale 0 is the no-effect control and ±100 the full control effect; nearly all actives have a fitted effect of over 65% in size
Target sequence (P53350 whole entry, looked up, the tested form may be a part): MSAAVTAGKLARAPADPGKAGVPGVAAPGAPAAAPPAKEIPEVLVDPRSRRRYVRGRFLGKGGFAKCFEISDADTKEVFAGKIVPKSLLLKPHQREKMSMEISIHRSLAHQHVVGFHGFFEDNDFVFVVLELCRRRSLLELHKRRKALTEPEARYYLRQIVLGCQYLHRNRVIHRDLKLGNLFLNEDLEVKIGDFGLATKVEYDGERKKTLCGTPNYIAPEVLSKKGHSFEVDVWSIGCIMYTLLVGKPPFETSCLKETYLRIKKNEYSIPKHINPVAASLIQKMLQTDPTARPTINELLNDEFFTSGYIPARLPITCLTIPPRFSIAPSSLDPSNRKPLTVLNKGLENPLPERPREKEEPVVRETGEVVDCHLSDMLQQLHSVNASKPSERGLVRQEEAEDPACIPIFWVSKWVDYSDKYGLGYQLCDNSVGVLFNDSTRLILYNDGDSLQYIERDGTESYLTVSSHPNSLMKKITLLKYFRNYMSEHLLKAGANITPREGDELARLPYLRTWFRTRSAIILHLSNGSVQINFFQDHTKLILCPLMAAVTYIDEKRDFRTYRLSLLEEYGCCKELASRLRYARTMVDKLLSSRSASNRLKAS
WRN inhibitor – qHTS for Inhibitors of WRN Helicase. Potency, µM (titrated, usually from 114 µM), for the others: top-dose activity change, negative = inhibition, most hits filed as inhibitors. hit rate 0.46% among 360,000. AID 651768, 2012. WRN helicase unwinding, fluorescent forked duplex, kinetic; further: potency means the concentration at half of the fitted maximal effect; on the % scale 0 is the no-effect control and ±100 the full control effect; nearly all actives have a fitted effect of over 55% in size
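Kinetic red-fluorescence monitoring (525/598 nm) tracks WRN helicase activity after 100 nM fluorophore-quencher forked duplex and 2 mM ATP are added to 20 nM enzyme pretreated 15 min at room temperature with compound.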
EPAC1 agonist – qHTS for Agonist of cAMP-regulated guanine nucleotide exchange factor 3 (EPAC1): primary screen; Potency, µM (top dose mostly 154 µM), for inactives: at the highest dose activation, most hits filed as activators; Rap guanine nucleotide exchange factor 3 (Homo sapiens), O95398; EPAC1 agonist qHTS, biochemical assay; response scale: 100% = response to 6.5 mM cAMP; hit rate 0.073% among 360,000; further: potency means the concentration at half of the fitted maximal effect; nearly all actives have a fitted effect of over 60% in size
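Fluorescent GDP-exchange assay: 100 nM EPAC1 with 250 nM Rap1B preloaded with BODIPY-GDP and 50 uM GDP; compounds tested as concentration series, 5 min at room temperature, then read every 5 min for 30 min (ex 480/em 540 nm); normalized to 6.5 mM cAMP.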
CCT modulator – High-Throughput Screening for Modulators of Cytosolic Chaperonin Activity | hit rate 0.3% among 360,000 | purified chaperonin ATPase assay, HTRF ADP detection, 30 min | AID 651819, 2012 | activity change, % (concentration not given with the values), hits read low; in the data active means activity change below about -30%; further: on the % scale 0 is the no-effect control and ±100 the full control effect
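TRiC (40 or 20 nM final, by batch activity) in 30 mM Tris pH 7.4, 100 mM KCl, 5 mM MgCl2, 1 mM DTT was treated with compound at 76 uM single dose, then 10 uM ATP, 30 min at 37 °C. ADP was read by HTRF Transcreener.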
MmCpn inh – Inhibitors of TCP-1 ring complex (TRiC) of Methanococcus maripaludis (MmCpn): qHTS | Chaperonin Mm-Cpn (Methanococcus maripaludis) | purified Mm-Cpn ATPase, ADP Transcreener TR-FRET | Potency, µM (top dose mostly 76.9 µM), for the others: at the top dose activity, negative = inhibition, usual class: inhibitors | hit rate 0.031% among 330,000 | AID 504842, 2011; further: potency means the concentration at half of the fitted maximal effect; on the % scale 0 is the no-effect control and ±100 the full control effect; nearly all actives have a fitted effect of over 80% in size
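Reaction buffer contained 30 mM Tris pH 7.4, 100 mM KCl, 5 mM MgCl2 and 1 mM DTT. Mm-CPN (25 nM final) hydrolysed 10 uM ATP over 30 min at 37°C; ADP was read by HTRF.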
EPAC2 antag – qHTS for Antagonist of cAMP-regulated guanine nucleotide exchange factor 2 (EPAC2): primary screen | EPAC2 GEF exchange of Rap1B-BODIPY-GDP, fluorescence | hit rate 0.18% among 360,000 | Rap guanine nucleotide exchange factor 4 (Homo sapiens), Q8WZA2 | Potency, µM (top dose mostly 114 µM), without a hit: at the highest dose activity, negative = inhibition, most hits filed as inhibitors; further: potency means the concentration at half of the fitted maximal effect; on the % scale 0 is the no-effect control and ±100 the full control effect; nearly all actives have a fitted effect of over 45% in size; many of its hits are not listed in these tables
EPAC1 antag – qHTS for Antagonist of cAMP-regulated guanine nucleotide exchange factor 3 (EPAC1): primary screen. AID 720709, 2013. hit rate 0.14% among 360,000. EPAC1 GEF assay, Rap1b-BODIPY-GDP exchange fluorescence. Potency, µM (doses to about 115 µM), for the others: at the highest dose activity change, negative = inhibition, usual class: inhibitors;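 further: potency means the concentration at half of the fitted maximal effect; plate controls were vehicle for no effect and positive control for full effect; nearly all actives have a fitted effect of over 50% in size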
PI5P4Ka inh – qHTS for Inhibitors of phosphatidylinositol 5-phosphate 4-kinase (PI5P4K); Phosphatidylinositol 5-phosphate 4-kinase type-2 alpha (Homo sapiens), P48426; PI5P4Kalpha enzyme, ADP-Glo luminescence, 60 min; stronger effect = lower value; max response, %; hit rate 1.2% among 330,000; AID 652105, 2013; active means max response of -50% or lower; inconclusive means between -30% and -50%; inactive means -30% or higher; further: value at the top dose of about 77 µM; on the % scale 0 is the no-effect control and ±100 the full control effect
Target sequence (P48426 whole entry, looked up): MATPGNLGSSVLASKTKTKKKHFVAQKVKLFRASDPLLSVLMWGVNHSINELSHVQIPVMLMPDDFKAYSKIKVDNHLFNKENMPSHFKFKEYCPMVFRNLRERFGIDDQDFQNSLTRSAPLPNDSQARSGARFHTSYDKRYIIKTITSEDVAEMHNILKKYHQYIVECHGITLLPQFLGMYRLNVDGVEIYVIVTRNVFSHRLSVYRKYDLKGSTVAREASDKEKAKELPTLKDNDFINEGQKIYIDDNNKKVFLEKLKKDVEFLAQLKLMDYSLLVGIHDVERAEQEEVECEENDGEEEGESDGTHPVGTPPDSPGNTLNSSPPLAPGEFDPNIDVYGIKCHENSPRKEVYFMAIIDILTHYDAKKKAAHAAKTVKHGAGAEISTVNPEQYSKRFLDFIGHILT
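PI5P4Kalpha ADP-Glo assay; 5 microM ATP final; 60 min RT reaction; HEPES pH 7.4/EGTA/CHAPS, 5% DMSO; controls lacking substrate or enzyme; luminescent end-point.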
Starred values were filed as active, the others as inactive; ? = inconclusive; nt = not tested or not shown; [ ] = dose if it differs, or a comment. Unless noted, the call rests on the fitted dose curve; in most records, active means well fitted curve in the direction sought with a large enough effect; inconclusive means small, poorly fitted or top-dose-only effect, or another doubt; inactive means no such curve, though single readings can be large; an effect the other way counts as inactive or inconclusive. An excerpt; count on the stated rates, not on these rows.

Values run as follows: PLK1 PBD block	WRN inhibitor	EPAC1 agonist	CCT modulator	MmCpn inh	EPAC2 antag	EPAC1 antag	PI5P4Ka inh
1) O=C(CCCc1ccccc1)c1ccc2c(c1)OCCO2
  2.0%	-23.9%	15.8%	2.9	0.5%	2.0%	2.8%	nt
2) CCOC(=O)c1c(NC(=O)CSc2nnnn2C)sc(C)c1-c1ccc(C)cc1
  -7.0%	-12.1%	9.8%	0.2	1.7%	?	-11.4%	nt
3) CC(C)C(C(=O)N1CCN(Cc2ccccc2)CC1)c1ccccc1 (configuration not stated)
  6.0%	4.7%	4.1%	-1.6	1.5%	7.1%	11.6%	-1.8
4) CCCCOC(=O)n1c(=O)oc2cc(S(=O)(=O)N3CCCCC3)ccc21
  -5.8%	1.1%	16.3%	0.1	-1.3%	-1.9%	-5.7%	nt
5) Nn1c(COc2cccc(Cl)c2)nc2ccccc2c1=O
  -4.9%	-21.4%	2.8%	-0.9	0.4%	-9.5%	-7.1%	-12.1
6) CN(CCC#N)C(=O)COC(=O)/C=C/c1cccs1
  -1.1%	-5.0%	-6.9%	-0.6	2.9%	10.0%	26.1%	-3.8
7) Cc1ccc2cc(C(c3nnnn3C3CCCC3)N(Cc3ccccc3)Cc3ccco3)c(=O)[nH]c2c1 (configuration not stated)
  -1.7%	-17.1%	6.4%	-0.3	-6.1%	-12.3%	1.3%	nt
8) CC(=O)N1CCN(C(=O)COC(=O)CNC(=O)c2ccccc2C)CC1
  -1.0%	-15.0%	-4.2%	-6.4	-0.9%	-5.3%	7.2%	1.8
9) CCCCCCCC(=O)NC(Nc1ccc(S(N)(=O)=O)cc1)C(Cl)(Cl)Cl (configuration not stated)
  -3.4%	-9.6%	0.0%	-2.5	1.5%	-18.6%	0.0%	3.5
10) O=C(CN1c2cccc3cccc(c23)S1(=O)=O)NCc1ccccc1Cl
  -15.6%	2.8%	7.6%	-1.6	nt	-8.5%	-1.9%	-13.7
11) CC(=O)c1ccccc1NC(=O)COc1ccc(N(C)S(=O)(=O)c2ccc(C)c(C)c2)cc1
  -0.8%	-10.4%	8.6%	1.5	-0.6%	5.8%	3.6%	0.7
12) COc1ccccc1/C=N/NS(=O)(=O)c1ccccc1
  -7.6%	2.6%	-9.1%	-0.5	0.8%	-3.4%	6.9%	-3.5
13) Cc1cccc[n+]1CC(=O)Nc1ccc([N+](=O)[O-])cc1
  -3.8%	4.1%	12.1%	-0.4	-1.3%	25.1%	-1.7%	0.6
14) NC(=O)CSC1=Nc2ccccc2C2=NC(CCC(=O)NCc3ccc(F)cc3)C(=O)N12 (configuration not stated)
  -10.8%	-10.0%	1.6%	-0.3	-2.0%	-4.1%	-2.2%	0.3
15) O=[N+]([O-])c1ccc2nc(-c3ccc(Cl)cc3)[nH]c2c1
  -19.5%	-15.7%	6.9%	-1.7	0.9%	-3.2%	-23.4%	?
16) COC(=O)[C@@]1(Cc2ccccc2)[C@H]2C(=O)N(Cc3ccccc3)C(=O)[C@H]2[C@H]2CN=C(SC)N21
  -5.2%	-12.9%	-9.2%	0.4	0.3%	3.4%	2.3%	-7.2
17) CC(C)Cc1ccc(/C=C/C(=O)NC2CC2)cc1
  2.1%	-27.0%[57.1 µM]	-0.8%	-1.3	0.5%	4.4%	9.1%	7.3
18) O=C(COC(=O)Cc1cccs1)Nc1ccccc1Cl
  -5.6%	-11.3%	-0.8%	-3.7	-5.2%	0.2%	-10.1%	-11.3
19) CNc1nc(C)cc(C)c1S(=O)(=O)c1ccc(C)cc1
  -1.7%	-9.1%	-6.4%	-1.4	-0.4%	?	-20.5%	-1.4
20) CCN(C(=O)CN1CCN(c2ccccc2OC)CC1)c1c(N)n(Cc2ccccc2)c(=O)[nH]c1=O
  -2.1%	-0.2%[57.1 µM]	0.7%	-3.3	-3.0%	11.1%	11.1%	7.9
21) COc1ccccc1C(CNC(=O)C1CCN(C(=O)Nc2ccccc2)CC1)N1CCCC1 (configuration not stated)
  -3.6%	-7.2%	7.4%	0.6	2.1%	-3.9%	8.9%	-0.6
22) Fc1cccc(CCN2CCN=C2Nc2ccccc2)c1
  -17.9%	2.3%	-3.9%	-0.5	0.0%	6.9%	-2.4%	-1.2
23) COc1ccccc1N1CCN(C(CNC(=O)c2ccco2)c2cccnc2)CC1 (configuration not stated)
  -3.8%	-1.2%	4.5%	-1.2	-1.8%	-9.7%	0.7%	0.2
24) CCOC(=O)C1CCN(C(=O)/C=C/c2ccc(S(=O)(=O)N3CCOCC3)cc2)CC1
  0.7%	-12.6%	9.2%	0.3	0.8%	0.6%	-4.2%	1.4
25) CCOC(=O)c1nnn(-c2nonc2N)c1-c1ccccc1Cl
  2.9%	3.6%	1.7%	0.3	-1.2%	-18.2%	0.3%	2.7
26) C[N+](C)(C)CCOC(=O)C1(c2ccccc2)CCCC1
  ?	9.0%	1.1%	-1.6	-1.6%	3.7%	7.3%	-4.8
27) CCOC(=O)c1sc(=S)n(-c2ccc(OC)cc2)c1N
  -10.5%	7.6%	4.3%	-11.5	-0.8%	4.4%	17.8%	-2.7
28) Cc1cccc(NC(=O)c2c([N+](=O)[O-])c(C(C)(C)C)nn2C)c1
  -6.5%	0.8%	-5.1%	-1.0	1.7%	9.7%	2.6%	4.2
29) CCCCn1c(N)c(N(C(=O)CSc2nncn2-c2ccccc2C)C2CCCC2)c(=O)[nH]c1=O
  3.6%	2.2%	2.3%	-3.7	nt	5.2%	17.0%	-4.1
30) Cc1ccc(-n2c(C)cc(C(=O)OCC(=O)N(CC(C)C)C3CCS(=O)(=O)C3)c2C)cc1 (configuration not stated)
  1.2%	3.5%	9.6%	-0.3	0.1%	-0.9%	0.5%	nt
31) O=C(COC(=O)c1cc([N+](=O)[O-])ccc1NCCO)Nc1cccc(S(=O)(=O)N2CCCC2)c1
  -14.7%	-2.7%	9.2%	-2.1	-0.5%	3.2%	-24.4%	-1.2
32) CN(C)Cc1c(-c2ccc(Cl)cc2)nc2ccccn12
  5.6%	4.5%	-6.8%	0.1	0.6%	11.2%	9.8%	1.0
33) CC(NC(=O)c1ccc(Br)o1)c1ccc(-n2ccnc2)cc1 (configuration not stated)
  3.3%	5.4%	-2.0%	1.7	0.3%	-2.8%	1.4%	1.6
34) COc1ccc2oc(C(=O)N3CCN(C(c4ccccc4)c4ccccc4)CC3)c(C)c2c1
  -8.8%	-7.5%	8.1%	0.9	-2.6%	1.1%	-10.1%	2.3
35) CCN(CC)CCN(C)C(c1ccnc2ccccc12)c1nnnn1-c1ccc2c(c1)OCCO2 (configuration not stated)
  -13.1%	4.3%	-15.0%	-0.6	nt	6.7%	-3.5%	0.0
36) CN(CC(=O)Nc1ccc(N2CCOCC2)cc1)C(=O)CCNC(=O)c1ccccc1Cl
  -3.8%	-1.0%	2.5%	-1.2	0.0%	10.8%	-5.4%	6.0
37) O=C(NCc1ccco1)c1c[nH]c2ccc(S(=O)(=O)N3CCOCC3)cc2c1=O
  -10.5%	-5.8%	4.7%	-4.8	-1.0%	?	-17.6%	-9.5
38) C/C(=N\NC(=O)CSCc1ccc([N+](=O)[O-])cc1)c1cccc(Br)c1
  3.0%	-15.9%	5.9%	-2.1	2.6%	-1.6%	-2.4%	21.4
39) CCOC(=O)N1CCN(C(=O)CSc2cc(C)nc3c(-c4ccccc4OC)c(C)nn23)CC1
  0.1%	-9.6%	-4.0%	0.0	-1.3%	15.3%	10.1%	nt
40) O=C(NC(=S)NC(c1ccccc1)c1ccncc1)c1ccccc1 (configuration not stated)
  -30.6%	-18.4%	-0.4%	-1.3	1.0%	-10.1%	-3.1%	-5.4
41) O=C1c2ccccc2C(=Nc2ccccc2)C1c1cccc(Br)c1 (configuration not stated)
  -4.7%	2.6%	9.6%	-1.8	0.2%	17.9%	19.2%	nt
42) Cc1ccc(S(=O)(=O)NCC(=O)N(c2ccccc2)C(C(=O)NCc2ccccc2)c2ccco2)cc1 (configuration not stated)
  -8.1%	-14.8%	-1.2%	0.7	-0.1%	-8.1%	-15.9%	3.2
43) CS(=O)(=O)N(CC(=O)N1CCOCC1)c1cccc(F)c1
  -5.9%	-18.8%	12.2%	-0.6	3.3%	1.3%	0.3%	0.9
44) Cc1ccc(C(=O)COc2nc(C)cc(C)c2C#N)cc1
  -0.5%	7.6%	0.3%	0.9	0.0%	21.8%	6.4%	nt
45) Cc1ccc2nsnc2c1NC(=O)CCc1ccccc1
  -5.8%	0.7%	-1.0%	-3.2	-0.5%	0.8%	-0.4%	5.3
46) COc1ccc(OC)c(CNC(=O)CCN2C(=O)COc3ccccc32)c1
  -6.6%	-4.6%	1.1%	-1.1	1.2%	6.1%	-11.2%	nt
47) CCN(C(=O)CSc1nnc(Cn2nnc3ccccc32)o1)c1nc(C)cs1
  ?	1.0%	0.4%	-12.3	1.5%	5.1%	-6.2%	6.3
48) COc1ccc(NC(=O)CN2CCN(S(=O)(=O)c3ccc(Cl)cc3)CC2)cc1
  -2.8%	-2.1%	-0.7%	-0.1	-0.7%	-2.6%	-7.1%	nt
49) NC(=O)[C@@H]1CCCNc2c(I)cc([N+](=O)[O-])cc2C(=O)N[C@@H](Cc2ccccc2)C(=O)N[C@@H](Cc2cnc[nH]2)C(=O)N1
  2.3%	-8.0%	7.7%	-0.6	0.4%	-1.5%	-27.6%	3.5
50) O=C(OC(C(=O)NCc1ccccc1)c1ccccc1)c1ccco1 (configuration not stated)
  -2.5%	7.5%	7.4%	-0.5	-1.4%	-1.0%	-18.8%	4.4
51) CC(/C=C/c1ccccc1)=N\NC(=O)c1ccncc1
  -7.1%	6.2%	7.3%	0.7	1.5%	0.2%	2.9%	nt
52) O=C(Nc1nccs1)c1ccc(S(=O)(=O)c2ccccc2)cc1
  -1.4%	-10.4%	0.0%	0.6	-3.2%	1.6%	-1.8%	-5.2
53) CCCCNC(=O)CCCCCNS(=O)(=O)c1ccc(Br)cc1
  -0.4%	-8.4%	7.2%	-0.6	2.0%	-12.6%	-5.1%	-0.2
